Screening results (PubChem BioAssay)
Mtb BioA inh – M. tuberculosis BioA enzyme inhibitors, primary screen, biochemical, plate reader, single point, HTS. 7,8-diaminopelargonic acid synthase BioA (Mycobacterium tuberculosis). purified M. tuberculosis BioA enzyme. inhibition, % at 9.99 µM. 360,000 tested, 0.096% active. AID 602481, 2012; in the data active = inhibition above about 40%
The depositor's hits bear a star.

SMILES	Mtb BioA inh
C[C@@H]1CN([C@@H](C)CO)S(=O)(=O)c2ccc(-c3cccc(C(=O)N(C)C)c3)cc2O[C@@H]1CN(C)C(=O)Nc1ccc(F)cc1	-1.2
Cc1ccc(S(=O)(=O)Nc2ccc3c(c2)C(=O)N([C@@H](C)CO)C[C@@H](C)[C@@H](CN(C)Cc2ccc4c(c2)OCO4)OCCCC[C@H](C)O3)cc1	-1.8
CNC[C@H]1OCCCC[C@H](C)Oc2ccc(NS(=O)(=O)c3cn(C)cn3)cc2C(=O)N([C@@H](C)CO)C[C@H]1C	-1.6
C[C@H](NC(=O)C[C@H]1C[C@@H]2c3cc(NC(=O)CC4CC4)ccc3O[C@@H]2[C@@H](CO)O1)c1ccccc1	-1.4
CC(C)NC(=O)Nc1cccc2c1O[C@H](CN(C)C(=O)Nc1ccc(C(F)(F)F)cc1)[C@H](C)CN([C@@H](C)CO)C2=O	1.6
CN1C(=O)c2cc(NC(=O)Cc3cccs3)ccc2OC[C@H]2O[C@H](CC(=O)NCCCN3CCOCC3)CC[C@H]21	-1.3
CCCNC(=O)NC[C@H]1[C@@H](c2ccc(C3=CCCCC3)cc2)[C@@H](CO)N1C(C)=O	-0.3
CCNC(=O)[C@H]1[C@H](CO)[C@H]2Cn3c(ccc(-c4ccc(OC)cc4)c3=O)[C@@H]1N2CC	-0.7
C[C@H](CO)N1C[C@H](C)[C@H](CN(C)S(C)(=O)=O)Oc2c(NC(=O)C3CCCCC3)cccc2C1=O	-1.8
CNC[C@H]1Oc2ccc(NC(=O)C3CCCCC3)cc2CC(=O)N([C@@H](C)CO)C[C@H]1C	0.0
COc1ccccc1S(=O)(=O)N[C@H]1C=C[C@@H](CC(=O)NCc2cccc(F)c2)O[C@@H]1CO	-0.6
CCCNC(=O)C[C@H]1C[C@H]2c3cc(NS(=O)(=O)c4ccccc4)ccc3O[C@H]2[C@H](CO)O1	-0.2
CCC(=O)N[C@@H]1CC[C@H](CCNC(=O)Nc2ccc(F)cc2)O[C@H]1CO	-0.4
Cc1noc(C)c1NC(=O)Nc1cccc2c1O[C@@H](CN(C)S(=O)(=O)c1cccs1)[C@H](C)CN([C@H](C)CO)C2=O	4.5
Cc1noc(C)c1S(=O)(=O)Nc1ccc2c(c1)C(=O)N([C@@H](C)CO)C[C@@H](C)[C@@H](CN(C)S(=O)(=O)c1ccccc1)OCCCC[C@H](C)O2	3.1
CCc1cnc(N2[C@H](CO)[C@H](c3ccccc3)[C@@H]2C#N)s1	-0.7
CO[C@@H]1CN(C)C(=O)c2ccc(NC(=O)c3cnccn3)cc2OC[C@@H](C)N(C(C)=O)C[C@@H]1C	2.2
CC(C)NC(=O)N1[C@@H]2CN(C(=O)C3CCC3)c3ccccc3[C@@H]2[C@@H]1CO	-5.0
C[C@H](CO)N1C[C@H](C)[C@H](CN(C)C(=O)C2CCC2)Oc2cc(-c3ccc(C(=O)N(C)C)cc3)ccc2S1(=O)=O	2.4
COc1ccccc1CNC(=O)C[C@@H]1CC[C@H]2[C@@H](COC[C@@H](O)CN2Cc2cccc(-c3ccncc3)c2)O1	-1.7
O=C(c1ccccc1)N1C[C@@H]2[C@H](c3ccccc31)[C@H](CO)N2C(=O)c1ccccn1	3.3
C[C@@H]1CCCCO[C@H](CN(C)Cc2ccncc2)[C@@H](C)CN([C@@H](C)CO)C(=O)c2cc(NS(=O)(=O)c3ccc(F)cc3)ccc2O1	1.7
C[C@H](CO)N1C[C@H](C)[C@@H](CN(C)C(=O)Nc2ccc3c(c2)OCO3)OCCCC[C@H](C)Oc2ccc(NC(=O)C3CCCCC3)cc2C1=O	-1.6
COc1ccc(NC(=O)Nc2ccc3c(c2)C(=O)N([C@@H](C)CO)C[C@@H](C)[C@@H](CN(C)C(=O)Nc2ccc(C(F)(F)F)cc2)O3)cc1	0.0
COCC#Cc1ccc2c(c1)O[C@H](CN(C)C(C)=O)[C@H](C)CN([C@@H](C)CO)S2(=O)=O	0.5
O=C(Nc1ccc2c(c1)[C@@H]1C[C@H](CC(=O)N3CCc4ccccc4C3)O[C@@H](CO)[C@@H]1O2)C1CCOCC1	-1.1
C[C@@H](NC(=O)C[C@@H]1CC[C@H](NC(=O)Cc2ccccn2)[C@H](CO)O1)c1ccccc1	-2.9
CC(C)CC#Cc1ccc2c(c1)O[C@@H](CN(C)Cc1cccnc1)[C@H](C)CN([C@@H](C)CO)S2(=O)=O	-0.3
OC[C@@H]1[C@H](c2ccc(-c3ccc(F)cc3)cc2)[C@@H]2CN(Cc3cccnc3)CCCCN12	-1.1
CO[C@@H]1CN(C)C(=O)c2cc(NC(C)=O)ccc2OC[C@H](C)N(C(=O)CC2CC2)C[C@@H]1C	-0.7
C[C@H]1CN([C@@H](C)CO)C(=O)c2cccc(NS(=O)(=O)c3cccs3)c2O[C@H]1CN(C)C(=O)Nc1ccc2c(c1)OCO2	1.9
CN1C(=O)c2cc(NC(=O)c3ccc(C#N)cc3)ccc2OC[C@H]2O[C@@H](CC(=O)NCc3ccc4c(c3)OCO4)CC[C@@H]21	-2.8
COc1ccc(CN(C)C[C@H]2OCCCC[C@H](C)Oc3ccc(NS(=O)(=O)c4ccc(Cl)cc4)cc3C(=O)N([C@H](C)CO)C[C@H]2C)cc1	-2.3
COc1ccc(S(=O)(=O)N2CCCCN3[C@H](C2)[C@H](c2ccc(-c4cccnc4)cc2)[C@@H]3CO)cc1	6.4
COc1cccc(NC(=O)N(C)C[C@@H]2OCc3ccccc3-c3ccccc3C(=O)N([C@@H](C)CO)C[C@H]2C)c1	-0.1
C[C@H]1CN([C@@H](C)CO)C(=O)Cc2cc(NC(=O)Nc3cccc4ccccc34)ccc2O[C@@H]1CN(C)C	0.2
C[C@@H]1CCCCO[C@@H](CN(C)C(=O)Nc2ccccc2)[C@@H](C)CN([C@H](C)CO)C(=O)c2cc(NC(=O)Nc3ccc4c(c3)OCO4)ccc2O1	-1.8
C[C@H]1CN([C@@H](C)CO)C(=O)c2cccc(NC(=O)Nc3ccccc3)c2O[C@@H]1CN(C)C	18
COc1ccc(CN2C[C@H](O)COC[C@H]3O[C@H](CC(=O)NCc4ccncn4)CC[C@@H]32)cc1	-2.7
C[C@H]1CN([C@@H](C)CO)S(=O)(=O)c2ccc(C#Cc3ccncc3)cc2O[C@H]1CN(C)C(=O)C1CCCCC1	-0.9

Ordered by number of heavy atoms (descending): 3 of the compounds above
SMILES	Mtb BioA inh
C[C@H]1CN([C@@H](C)CO)S(=O)(=O)c2ccc(C#Cc3ccncc3)cc2O[C@H]1CN(C)C(=O)C1CCCCC1	-0.9
OC[C@@H]1[C@H](c2ccc(-c3ccc(F)cc3)cc2)[C@@H]2CN(Cc3cccnc3)CCCCN12	-1.1
O=C(c1ccccc1)N1C[C@@H]2[C@H](c3ccccc31)[C@H](CO)N2C(=O)c1ccccn1	3.3

(list continues)
SMILES	Mtb BioA inh
C[C@H]1CN([C@@H](C)CO)C(=O)c2cc(C#CC3CCCCC3)cnc2O[C@H]1CN(C)S(=O)(=O)c1ccccc1	-0.3
C[C@H]1CN([C@@H](C)CO)C(=O)c2cc(NC(=O)Nc3ccc(C(F)(F)F)cc3)ccc2O[C@H]1CN(C)Cc1ccc(Oc2ccccc2)cc1	-1.5
CN1C(=O)c2cc(NC(=O)NCc3ccccc3)ccc2OC[C@@H]2O[C@@H](CC(=O)O)CC[C@@H]21	-1.1
CC(=O)NC[C@@H]1[C@H](c2ccc(-c3cccc(F)c3)cc2)[C@@H](CO)N1C(C)=O	10
C[C@@H]1CN([C@@H](C)CO)C(=O)c2cc(NS(=O)(=O)c3cccs3)ccc2O[C@@H]1CN(C)C(=O)Nc1ccc(C(F)(F)F)cc1	-0.8
C[C@@H]1CN([C@H](C)CO)S(=O)(=O)c2ccc(-c3cncnc3)cc2O[C@H]1CN(C)Cc1ccccn1	1.0
N#C[C@H]1[C@@H](c2ccc(C#Cc3ccccc3F)cc2)[C@@H](CO)N1C(=O)C1CCCCC1	-2.2
COc1ccc(S(=O)(=O)N2CCN(Cc3ccc(OCCO)cc3)CC2)cc1	2.9
O=C(C1CC1)N1[C@@H]2CN(S(=O)(=O)c3ccccc3)c3ccccc3[C@@H]2[C@@H]1CO	1.0
C[C@H](CO)N1C[C@H](C)[C@@H](CN(C)CC2CCCCC2)OCCCC[C@H](C)Oc2ccc(NS(=O)(=O)c3cn(C)cn3)cc2C1=O	-0.1
O=C(C[C@@H]1CC[C@@H](NC(=O)c2ccc(F)cc2)[C@H](CO)O1)NCCc1ccncc1	0.1
C[C@H]1CN([C@@H](C)CO)S(=O)(=O)c2ccc(-c3ccncc3)cc2O[C@H]1CN(C)C(=O)C1CC1	0.1
C[C@@H]1CN([C@@H](C)CO)C(=O)c2ccccc2-c2ccccc2CO[C@H]1CN(C)S(=O)(=O)c1ccsc1	-1.2
Cc1noc(C)c1NC(=O)N(C)C[C@@H]1OCCCC[C@H](C)Oc2ccc(NS(=O)(=O)c3ccc(Cl)cc3)cc2C(=O)N([C@H](C)CO)C[C@@H]1C	1.6
CCCc1cn(CC[C@@H]2CC[C@H](NC(=O)Cc3cccnc3)[C@H](CO)O2)nn1	1.0
CN1c2ccc(-c3ccccc3)cc2[C@H]2[C@H](CCN2C(=O)Cc2ccccn2)[C@H]1CO	50*
CO[C@H]1CN(C)C(=O)c2cc(NS(=O)(=O)c3ccc(C)cc3)ccc2OC[C@@H](C)N(Cc2nccs2)C[C@H]1C	-2.2
CN(C)C(=O)C[C@@H]1C=C[C@@H](NC(=O)C2CC2)[C@@H](CO)O1	-1.9
C[C@@H]1CN([C@@H](C)CO)C(=O)Cc2cc(NC(=O)CCN3CCOCC3)ccc2O[C@H]1CN(C)S(=O)(=O)c1ccc(F)cc1	0.6
CCC(=O)N(C)C[C@@H]1Oc2cc(C#CCC(C)C)ccc2S(=O)(=O)N([C@H](C)CO)C[C@@H]1C	-1.2

Looked up by structure from the list above (two):
SMILES	Mtb BioA inh
CN1c2ccc(-c3ccccc3)cc2[C@H]2[C@H](CCN2C(=O)Cc2ccccn2)[C@H]1CO	50*
C[C@H](CO)N1C[C@H](C)[C@@H](CN(C)CC2CCCCC2)OCCCC[C@H](C)Oc2ccc(NS(=O)(=O)c3cn(C)cn3)cc2C1=O	-0.1

Returning to the listing with the 2 entries that preceded the break.
SMILES	Mtb BioA inh
C[C@@H]1CN([C@@H](C)CO)C(=O)Cc2cc(NC(=O)CCN3CCOCC3)ccc2O[C@H]1CN(C)S(=O)(=O)c1ccc(F)cc1	0.6
CCC(=O)N(C)C[C@@H]1Oc2cc(C#CCC(C)C)ccc2S(=O)(=O)N([C@H](C)CO)C[C@@H]1C	-1.2
O=C(C[C@@H]1CC[C@H]2[C@@H](COC[C@H](O)CN2Cc2ccccc2)O1)NCCc1ccccc1	9.4
CCC(=O)N1[C@@H]2CN(C(=O)c3ccc4c(c3)OCO4)c3ccccc3[C@@H]2[C@@H]1CO	2.4
O=C(N[C@H]1CC[C@@H](CCNS(=O)(=O)c2ccc(F)cc2)O[C@@H]1CO)c1cccnc1	5.0
OC[C@@H]1[C@@H](c2ccc(C#Cc3ccccc3F)cc2)[C@@H]2CN(CC3CCOCC3)CCCCN12	-1.0
COc1ccc(NC(=O)N(C)C[C@@H]2Oc3ccc(NS(=O)(=O)c4ccc(Cl)cc4)cc3CC(=O)N([C@H](C)CO)C[C@H]2C)cc1	-1.5
CC(C)CC#Cc1ccc2c(c1)O[C@H](CN(C)C(=O)Nc1ccccc1F)[C@@H](C)CN([C@@H](C)CO)S2(=O)=O	0.4
O=C(C[C@H]1CC[C@@H]2[C@H](COC[C@@H](O)CN2C(=O)c2cccnc2)O1)Nc1ccc(-c2ccccc2)cc1	-3.0
CCCC#Cc1ccc2c(c1)O[C@@H](CN(C)C(=O)NC(C)C)[C@H](C)CN([C@H](C)CO)S2(=O)=O	1.5
COc1ccc(S(=O)(=O)Nc2ccc3c(c2)C(=O)N([C@@H](C)CO)C[C@@H](C)[C@H](CN(C)Cc2ccncc2)OCCCC[C@H](C)O3)cc1	-0.5
CO[C@H]1CN(C)C(=O)c2cc(NS(=O)(=O)c3ccccc3F)ccc2OC[C@@H](C)NC[C@@H]1C	-3.0
C[C@@H]1CN([C@@H](C)CO)C(=O)c2cc(NC(=O)Nc3ccc4c(c3)OCO4)ccc2O[C@@H](C)CCCCO[C@H]1CN(C)C(=O)CCCN(C)C	-3.1
CN1C(=O)c2cc(NC(=O)C3CCOCC3)ccc2OC[C@H]2O[C@@H](CC(=O)NCC3CC3)CC[C@@H]21	-3.3
C[C@H]1CN([C@@H](C)CO)S(=O)(=O)c2ccc(/C=C/c3ccccc3)cc2O[C@@H]1CN(C)C(=O)Nc1ccc(F)cc1	1.6
COc1ccc(S(=O)(=O)N2C[C@H](O)COC[C@H]3O[C@@H](CC(=O)NCc4ccc(Cl)c(Cl)c4)CC[C@@H]32)cc1	3.4
OC[C@@H]1[C@H](c2ccc(/C=C/c3ccccc3)cc2)[C@H]2CN(Cc3cccnc3)CCCCN12	-10
C[C@@H]1CN([C@@H](C)CO)C(=O)c2cc(C3=CCCC3)cnc2O[C@@H]1CN(C)C	1.2
CO[C@@H]1CN(C)C(=O)c2ccc(NC(=O)Nc3cccc(Cl)c3)cc2OC[C@H](C)NC[C@H]1C	3.7
O=C(CC1CC1)Nc1ccc2c(c1)[C@@H]1C[C@@H](CC(=O)NC3CCCCC3)O[C@@H](CO)[C@@H]1O2	0.7
CC(C)NC(=O)N(C)C[C@H]1Oc2c(NC(=O)NC3CCCCC3)cccc2C(=O)N([C@H](C)CO)C[C@H]1C	3.4
C[C@@H]1CCCCO[C@@H](CN(C)Cc2ccc(C(=O)O)cc2)[C@H](C)CN([C@@H](C)CO)C(=O)c2cc(NC(=O)c3ccncc3)ccc2O1	2.8
COCC(=O)N(C)C[C@@H]1Oc2ncc(C3=CCCCC3)cc2C(=O)N([C@H](C)CO)C[C@@H]1C	-1.6

A portion of the library (hit frequency here may not be typical).
